MEP2 TOR yeast = modulators of MEP2-GFP levels in yeast, primary screen, S. cerevisiae, multiplex flow cytometry, MLPCN library; GFP response vs DMSO, % at 10 µM; actives 0.51% (n = 330,000); AID 2016, 2009; S. cerevisiae MEP2-GFP strain, 3 h; 100% = DMSO control level;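 active = GFP response versus DMSO above a set limit, roughly screen mean plus 3 SD, cut at about 180% in these data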;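 also: median GFP fluorescence of the barcode-gated MEP2-GFP cells per well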
procasp7 counter = procaspase-7 activators, primary screen, counter-screen for procaspase-3 activator project, biochemical, absorbance, HTS, human; Caspase-7 (Homo sapiens), P55210; recombinant procaspase-7, Ac-DEVD-pNA absorbance 405 nm; D23A/D198A/D206A triple mutant, cannot self-cleave; scale: DMSO 0, 5 µM enzyme 100; activation, % at 8.5 µM; actives 0.093% (n = 330,000); AID 463210, 2010;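 active = percent activation above the screen-wide mean plus 3 SD, cut at about 25% in these data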
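Assay system: Uncleavable procaspase-7 mutant enzyme | Input: 2 µM procaspase-7 mutant as dispensed | Timing: 1 h compound preincubation, 2 h substrate cleavage, 25 °C | Repeats: One well per compound | Control set: DMSO wells as 0%, DMSO with 5 µM added PC-7 as 100% | Technique: Epi-absorbance of released pNA at 405 nm, two timepoints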
ZTA counter = ZTA (EBV) inhibition in EBNA-1 counter-screen. P03206. actives 0.15% (n = 320,000). inhibition, % at 11 µM. ZTA-DNA binding, fluorescence polarization; in the data active = inhibition above about 33%
LAP4-GFP MLPCN = modulators of LAP4-GFP expression in yeast, primary screen, S. cerevisiae, multiplex flow cytometry, MLPCN library | 3 h; median GFP as percent of DMSO wells | GFP response vs DMSO, % at 10 µM | actives 0.34% (n = 320,000);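 active = GFP response vs DMSO above a set limit, about the screen mean plus 3 SD, cut at about 150% in these data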
AHR activator = AHR activators, primary screen, cell-based, luminescence, luciferase reporter, human | AID 2796, 2010 | activation, % at 5 µM | actives 2.5% (n = 320,000) | AHR-responsive luciferase reporter cells | Aryl hydrocarbon receptor (Homo sapiens), P35869; in the data active = activation above about 47%;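 also: 0% = vehicle wells and 100% = reference agonist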
EBNA-1 inhibitor = EBNA-1 DNA-binding inhibitors, primary screen, biochemical, fluorescence polarization; actives 0.34% (n = 300,000); AID 1950, 2009; inhibition, % at 14.8 µM; in the data active = inhibition above about 28%
RPL19A TOR yeast = RPL19A-GFP expression modulators in yeast, primary screen, cell-based, S. cerevisiae, multiplex flow cytometry, MLPCN | S. cerevisiae RPL19A-GFP strain, 3 h; hits give low values | percent response vs DMSO, % at 10 µM | actives 0.3% (n = 330,000) | AID 2025, 2009;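 active = percent response vs DMSO below 50%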;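 also: median channel GFP fluorescence of the barcoded RPL19A-GFP strain; ratio of sample median GFP to plate DMSO average so 100% = DMSO; lower means less RPL19A-GFP as with rapamycin TOR inhibition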
procasp3 activ = activators of human procaspase-3 D3A mutant, primary screen, biochemical, absorbance, PC-3 D3A mutant, single concentration; Caspase-3 (Homo sapiens), P42574; recombinant procaspase-3 D3A, Ac-DEVD-pNA absorbance 405 nm; activation, % at 8.5 µM; actives 0.11% (n = 330,000);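 active = activation above the mean of all tested compounds plus 3 SD, cut at about 21% in these data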;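 also: 0% = DMSO alone and 100% = DMSO wells spiked with extra 5 µM PC-3 D3A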
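Assay system: Autoprocessing-dead procaspase-3 D3A mutant enzyme; also added: Ac-DEVD-pNA; doses: one concentration, 8.5 µM nominal, 0.8% DMSO; times: 1 h compound preincubation, 2 h substrate hydrolysis at 25 °C; technique: 405 nm absorbance of p-nitroaniline, reads at 0 and 120 min; measure: % activation between DMSO and enzyme-spiked controls; repeats: single replicate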
* hit, by the source's call; nt = not tested or not shown.

1) O=C(NCc1cccs1)[C@@H]1CSC2c3ccccc3C(=O)N21 (stereo not given in full)
2) CN(Cc1ccon1)C(=O)CC1C(=O)NCCN1Cc1cccc(Oc2ccccc2)c1 (stereo not given)
3) Cc1onc(-c2ccccc2Cl)c1C(=O)Nc1nnc(-c2cccc([N+](=O)[O-])c2)s1
4) CCCn1c(SCC(=O)NCCc2ccccc2)nnc1-c1ccccn1
5) O=C(NNC(=O)C1CC2CCC1C2)c1ccccc1 (stereo not given)
6) Nc1cccc(P(=O)(c2ccccc2)c2ccccc2)c1

assay / compound	1	2	3	4	5	6
MEP2 TOR yeast	98	99	95	103	100	106
procasp7 counter	-9	0	8	9	-3	6
ZTA counter	-6	0	19	-14	-2	15
LAP4-GFP MLPCN	106	105	120	95	97	98
AHR activator	4	0	-1	0	3	1
EBNA-1 inhibitor	9	-4	-1	-2	9	6
RPL19A TOR yeast	99	98	100	100	104	105
procasp3 activ	3	-2	3	1	-5	-4

7) Cc1cc(C)c(NC(=O)CNC(=O)COC(=O)Cc2cccs2)c(C)c1
8) CCc1ccc(C(=O)c2ccccc2C(=O)O)s1
9) CN(C(=O)CSC1=NC2C(N=N1)c1cc(Br)ccc1N2C)C1CCCCC1 (stereo not given)
10) CCCOc1ccc(C2=NNC(c3cccs3)=Nc3ccc(OC)cc32)cc1
11) CCC(=O)OCc1c(C(F)(F)F)nn(C)c1Sc1ccc(F)cc1
12) CCOc1ccccc1N1CCN(C(=O)c2ccc(-c3ccc(OC(C)=O)cc3)cc2)CC1

assay / compound	7	8	9	10	11	12
MEP2 TOR yeast	97	107	109	94	99	107
procasp7 counter	11	7	6	9	3	-6
ZTA counter	6	-8	-5	-1	-17	-7
LAP4-GFP MLPCN	107	106	100	104	102	100
AHR activator	3	-3	3	19	2	-1
EBNA-1 inhibitor	-6	-11	3	-8	-13	-9
RPL19A TOR yeast	98	99	109	94	99	96
procasp3 activ	-5	1	0	11	-1	9

13) Cc1cc(C)nc(NC(=NCCc2c[nH]c3ccccc23)NC(=O)Nc2ccc(Cl)cc2)n1
14) CCc1cc(C(=O)N2CCN(S(=O)(=O)c3ccc(Cl)cc3)CC2)sc1C
15) CC(C)(C)NC(=O)CSc1nncn1-c1ccccc1
16) Cc1ccc(C2=NNC(c3ccc(Cl)cc3)=Nc3ccccc32)o1
17) Cn1nnnc1Sc1ncnc2scc(-c3cccc(C(F)(F)F)c3)c12
18) COc1ccc(OC)c(-n2nnnc2SCC(=O)Nc2cc(C)ccc2OC)c1

assay / compound	13	14	15	16	17	18
MEP2 TOR yeast	103	99	103	107	94	98
procasp7 counter	2	-2	-14	7	-4	-2
ZTA counter	18	10	19	10	nt	-17
LAP4-GFP MLPCN	104	107	96	99	98	90
AHR activator	23	0	0	50*	2	23
EBNA-1 inhibitor	8	nt	17	-1	nt	7
RPL19A TOR yeast	96	97	94	107	98	98
procasp3 activ	2	3	1	-3	5	3

19) CC(C)CCn1c(Oc2ccccc2Cl)nc2c1c(=O)n(C)c(=O)n2C
20) Cc1ccc(OCC(=O)N2CCC(C)CC2)c([N+](=O)[O-])n1
21) O=C(O)c1ccc(CN(c2ccccc2)S(=O)(=O)c2ccccc2)cc1
22) COC(=O)C1C(c2ccccc2)C(C(=O)N2CCOCC2)C1c1ccccc1 (stereo not given)
23) c1ccc(Cc2nnc3sc(-c4cccnc4)nn23)cc1
24) COc1ccc(N(CC(=O)NC2CCCC2)C(=O)CS(=O)CC(=O)Nc2ccc3c(c2)OCO3)cc1 (stereo not given)

assay / compound	19	20	21	22	23	24
MEP2 TOR yeast	90	100	102	101	111	88
procasp7 counter	2	1	0	-2	-8	7
ZTA counter	10	0	11	6	13	11
LAP4-GFP MLPCN	88	98	110	103	107	96
AHR activator	-1	1	0	1	0	0
EBNA-1 inhibitor	0	nt	-3	9	5	5
RPL19A TOR yeast	87	102	99	97	nt	90
procasp3 activ	-3	1	2	4	1	0

25) CCN(CC)CCC#CC1(O)c2ccccc2-c2ccccc21
26) O=C(CSc1nc2c([nH]c3ccccc32)c(=O)n1-c1ccccc1)NCC1CCCO1 (stereo not given)
27) C[C@H](CO)N1C[C@H](C)[C@@H](CN(C)C(=O)Nc2ccc3c(c2)OCO3)Oc2ccc(NC(=O)Nc3ccc(C(F)(F)F)cc3)cc2C1=O
28) CCOC(=O)c1c(CSc2ccccc2)n(C)c2cc(Br)c(OCC(O)CNC(CO)(CO)CO)cc12 (stereo not given)
29) O=C1N=C(N2CCOCC2)S/C1=C/c1ccc(-c2ccc(F)cc2)o1
30) O=c1[nH]c2ccc(NC(=S)Nc3ccc(Cl)cc3)cc2[nH]1

assay / compound	25	26	27	28	29	30
MEP2 TOR yeast	103	94	92	93	106	103
procasp7 counter	-5	6	0	-2	-12	12
ZTA counter	-16	-13	nt	21	-7	1
LAP4-GFP MLPCN	89	95	99	117	98	98
AHR activator	0	26	0	-1	82*	0
EBNA-1 inhibitor	-4	-7	nt	6	-1	-5
RPL19A TOR yeast	104	106	99	98	104	103
procasp3 activ	4	-1	-1	-1	-14	5

31) COc1cc2c(cc1OC)CN(Cc1ccc(F)cc1)CC2
32) O=C(/C=C/c1cccs1)Nc1ccncc1
33) Fc1ccc(CNC(=S)Nc2ccccc2F)cc1
34) NS(=O)(=O)c1cccc(NC(=O)C2CC(=O)N(Cc3ccco3)C2)c1 (stereo not given)
35) O=C(N/N=C/c1ccc(OC(F)F)cc1)c1ccc(CSc2nc3ccccc3[nH]2)cc1
36) COCC(C)NC(=O)c1oc2c(c1C)C1(CCC2)SCCS1 (stereo not given)

assay / compound	31	32	33	34	35	36
MEP2 TOR yeast	105	102	104	95	112	90
procasp7 counter	2	1	7	7	-7	13
ZTA counter	16	-2	-1	-23	-6	0
LAP4-GFP MLPCN	103	99	87	103	100	86
AHR activator	0	11	9	0	21	11
EBNA-1 inhibitor	4	0	-7	0	-11	-11
RPL19A TOR yeast	99	100	105	94	104	89
procasp3 activ	2	-7	8	1	10	-3

37) Cc1cc(C)cc(NC(=O)CSc2nc(N)c(NC(=O)c3cccs3)c(=O)[nH]2)c1
38) O=C(COc1ccc2ccccc2c1)N1CCCC1
39) CC(=O)Nc1ccc(S(=O)(=O)Nc2ccc3c(c2)OCO3)cc1
40) O=C(NCc1cccnc1)c1ccc(-c2cc(Cl)ccc2Cl)o1
41) O=C(COC(=O)c1cccs1)NC1CCCC1
42) CCCN(C(=O)c1cc2c(s1)CCC2)c1c(N)n(Cc2ccccc2)c(=O)[nH]c1=O

assay / compound	37	38	39	40	41	42
MEP2 TOR yeast	107	99	108	115	109	93
procasp7 counter	6	1	5	3	6	-1
ZTA counter	16	-13	4	-12	-2	7
LAP4-GFP MLPCN	116	108	97	101	101	111
AHR activator	2	7	-1	76*	0	-1
EBNA-1 inhibitor	2	17	-3	0	4	2
RPL19A TOR yeast	104	97	104	111	104	91
procasp3 activ	12	-1	4	2	5	9

43) CC(=O)N1C(=O)/C(=C2\SC(=S)N(c3c(C)n(C)n(-c4ccccc4)c3=O)C2=O)c2ccccc21
44) CC(C)C(C(=O)OCC(=O)c1ccccc1)N1C(=O)C2C3C=CC(C3)C2C1=O (stereo not given)
45) O=C(CSc1nnc(Cc2ccccc2)o1)Nc1ccc2c(c1)OCO2
46) CC(=O)C(C)Oc1ncn(-c2ccccc2)n1 (stereo not given)
47) O=C(CCNS(=O)(=O)c1ccccc1)N1CCCCCCC1
48) Cc1ccc(CNC(=O)CCS(=O)(=O)c2ccc(Cl)cc2)cc1

assay / compound	43	44	45	46	47	48
MEP2 TOR yeast	88	106	89	111	104	113
procasp7 counter	-16	12	2	5	10	18
ZTA counter	9	6	-3	11	-6	-14
LAP4-GFP MLPCN	98	106	86	112	109	123
AHR activator	17	2	14	2	1	0
EBNA-1 inhibitor	-1	7	-2	10	0	-8
RPL19A TOR yeast	95	102	92	103	98	98
procasp3 activ	-15	8	1	2	5	10

49) Cc1ccc(S(=O)(=O)N2CCOCC2)cc1NC(=O)COC(=O)CCc1c[nH]c2ccccc12
50) CCc1ccc(-c2nn(-c3ccccc3)cc2C2SCC(=O)N2Cc2ccco2)cc1 (stereo not given)
51) O=C1CCCN2N=C(SCC(=O)Nc3ccccc3C(F)(F)F)SC2=N1
52) Cc1ccc(N=C2NC(=O)C(CC(=O)O)S2)cc1 (stereo not given)
53) Cc1ccc(Cn2cc(CCC(=O)O)c3ccccc32)cc1
54) CC(C)(C)c1ccc(-c2cc(C(=O)NNC(=O)Nc3ccccc3)c3ccccc3n2)cc1

assay / compound	49	50	51	52	53	54
MEP2 TOR yeast	101	102	100	101	98	100
procasp7 counter	4	-8	-14	3	-4	-1
ZTA counter	nt	7	-3	12	-2	4
LAP4-GFP MLPCN	99	98	108	94	147	92
AHR activator	4	10	-2	0	6	8
EBNA-1 inhibitor	nt	9	-2	3	3	-5
RPL19A TOR yeast	101	104	100	96	103	93
procasp3 activ	-6	3	2	1	11	4

55) Cc1ccc(S(=O)(=O)NCc2ccccc2)s1
56) Cc1onc(-c2ccccc2)c1C(=O)N1CC(C)OC(C)C1 (stereo not given)
57) COc1ccc(CCn2c(C)cc(C(=O)COC(=O)c3cnccn3)c2C)cc1
58) Cc1cc2c(c(SCC(=O)N(C)c3ccccc3)n1)C(=O)OC2
59) O=C(CCS(=O)(=O)c1ccc(Br)cc1)Nc1cc(F)ccc1F
60) CCN(CC)S(=O)(=O)c1ccc2oc(Nc3ccc(OC)cc3)nc2c1
61) C/C(CC(C)C)=N\Oc1nc(C)cc(C)n1
62) N#C/C(=C/c1ccccc1)C(=O)OCC(=O)Nc1ccccc1[N+](=O)[O-]

assay / compound	55	56	57	58	59	60	61	62
MEP2 TOR yeast	108	92	102	106	105	105	94	111
procasp7 counter	3	8	5	15	0	11	8	-3
ZTA counter	-13	-13	9	0	12	-5	0	-18
LAP4-GFP MLPCN	101	88	108	97	107	84	103	101
AHR activator	0	-1	-6	2	2	24	2	16
EBNA-1 inhibitor	7	4	9	-1	5	2	-9	nt
RPL19A TOR yeast	100	85	109	96	104	105	95	112
procasp3 activ	3	5	-7	9	0	10	-3	3

A draw from above in order of length of the SMILES, lowest first.
19) CC(C)CCn1c(Oc2ccccc2Cl)nc2c1c(=O)n(C)c(=O)n2C
57) COc1ccc(CCn2c(C)cc(C(=O)COC(=O)c3cnccn3)c2C)cc1
62) N#C/C(=C/c1ccccc1)C(=O)OCC(=O)Nc1ccccc1[N+](=O)[O-]
26) O=C(CSc1nc2c([nH]c3ccccc32)c(=O)n1-c1ccccc1)NCC1CCCO1 (stereo not given)
54) CC(C)(C)c1ccc(-c2cc(C(=O)NNC(=O)Nc3ccccc3)c3ccccc3n2)cc1
43) CC(=O)N1C(=O)/C(=C2\SC(=S)N(c3c(C)n(C)n(-c4ccccc4)c3=O)C2=O)c2ccccc21

assay / compound	19	57	62	26	54	43
MEP2 TOR yeast	90	102	111	94	100	88
procasp7 counter	2	5	-3	6	-1	-16
ZTA counter	10	9	-18	-13	4	9
LAP4-GFP MLPCN	88	108	101	95	92	98
AHR activator	-1	-6	16	26	8	17
EBNA-1 inhibitor	0	9	nt	-7	-5	-1
RPL19A TOR yeast	87	109	112	106	93	95
procasp3 activ	-3	-7	3	-1	4	-15

Screening data from PubChem.
